# High-throughput results: PubChem BioAssay, National Center for Advancing Translational Sciences (NCATS)
# Mito fusion act: blocks mitochondrial division or promotes mitochondrial fusion; S. cerevisiae fusion-defective mutant growth rescue, CellTiterGlo 48 h; Potency, µM (top dose mostly 46.1 µM), for inactives: at the highest dose growth rescue (activation), usual class: activators; hit rate 0.23% among 320,000; AID 485298;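 note: potency is the fitted concentration of half-maximal effect; % of control where 0% means no effect; nearly all actives have a fitted effect of over 45% in size; temperature-sensitive fusion mutants such as fzo1-1 at 37 °C on non-fermentable ethanol glycerol medium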
#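 Yeast fusion mutant, YPEG (non-fermentable carbon), compound, 48 h at 37C non-permissive; CellTiterGlo added, 10 min RT, luminescence read. Rescued growth = division inhibition.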
# ELG1 DNA repair: ELG1-dependent DNA repair inhibition | Potency, µM (titrated, usually from 46.1 µM), without a hit: at the highest dose activity change, negative = inhibition, actives largely listed as inhibitors | AID 504467 | HEK293T ELG1-luciferase reporter, luminescence, 16 h; DNA damage induced by 5-fluorouridine | hit rate 2.3% among 330,000; note: potency is the fitted concentration of half-maximal effect; % is set by controls: 0 for no effect and ±100 for the full control effect; nearly all actives have a fitted effect of over 55% in size
#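 Luminescence from the luciferase reporter, measured 30 min after ONE-Glo reagent at room temperature, was the read-out. Beforehand, 2,000 cells per well were exposed for 16 hr at 37 °C to 5-fluorouridine together with compound or vehicle.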
# Eya2 phos inh: Eya2 (human) phosphatase inhibition; O00167; recombinant Eya2, OMFP fluorescence dephosphorylation (OMFP is methylfluorescein phosphate); Potency, µM (titrated, usually from 76.9 µM), inactives show at the highest dose activity, negative = inhibition, usual class: inhibitors; hit rate 0.006% among 330,000; note: potency is the fitted concentration of half-maximal effect; % is set by controls: 0 for no effect and ±100 for the full control effect
# Target sequence (O00167 whole entry, looked up): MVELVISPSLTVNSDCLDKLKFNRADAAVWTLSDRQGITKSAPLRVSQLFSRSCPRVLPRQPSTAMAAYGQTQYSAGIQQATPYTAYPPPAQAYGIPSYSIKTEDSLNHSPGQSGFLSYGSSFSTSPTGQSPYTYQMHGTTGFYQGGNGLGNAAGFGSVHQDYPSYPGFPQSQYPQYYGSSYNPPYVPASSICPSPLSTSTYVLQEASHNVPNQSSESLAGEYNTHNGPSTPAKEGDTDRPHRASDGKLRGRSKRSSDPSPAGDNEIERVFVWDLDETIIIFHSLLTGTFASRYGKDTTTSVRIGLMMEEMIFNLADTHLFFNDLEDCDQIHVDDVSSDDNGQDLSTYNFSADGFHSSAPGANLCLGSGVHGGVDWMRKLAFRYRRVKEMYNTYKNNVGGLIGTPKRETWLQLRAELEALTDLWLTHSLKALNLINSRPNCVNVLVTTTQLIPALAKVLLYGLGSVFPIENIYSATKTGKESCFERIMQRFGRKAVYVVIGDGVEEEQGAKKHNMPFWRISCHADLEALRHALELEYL
#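 Eya2 (0.2 uM) preincubated 10 min at ambient with compound, then OMFP substrate added at 50 uM; 10 min reaction in 50 mM HEPES pH 7.5, 50 mM NaCl, 5 uM MgCl2, 0.05% BSA, 1 mM DTT. Fluorescence read at Ex 485/Em 525 nm.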
# TSHR antag: human thyrotropin receptor antagonism; TSHR-expressing cells, TSH-stimulated cAMP HTRF, 2 h; stronger effect = lower value; activity change, negative = inhibition, % at 11.5 µM; hit rate 0.2% among 330,000; AID 504810;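 active = activity change below a set negative limit, meaning inhibition stronger than a set level, cut at about -70% in these data; inconclusive = activity change between two set negative limits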; note: % is set by controls: 0 for no effect and ±100 for the full control effect
#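 TSHR-expressing cells, 200/well, pre-treated with compound, then stimulated with EC80 TSH (4nM final) for 2 hours at 37 deg C. cAMP measured by competitive HTRF: anti-cAMP cryptate antibody in lysis buffer plus cAMP-d2, read after 30 minutes at room temperature.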
# TCR act: T cell receptor activation. primary human leukocytes, anti-CD3, IL-2 HTRF, 48 h. Potency, µM (series often up to 9.22 µM), without a hit: at the highest dose activation of IL-2 secretion, hits mostly activators. 330,000 tested, under 10 active; note: % of control where 0% means no effect
#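 Using a-CD3 beads without co-stimulation, primary human leukocytes were exposed to compounds for 48 hr. An HTRF IL-2 kit measured the cytokine, with europium-to-d2 energy transfer producing emission at 665nm upon 320nm excitation.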
# KCNH2 WT inh: KCNH2 (human, wildtype) channel inhibition; activity change, % at 1.84 µM; hit rate 0.37% among 340,000; Q12809; U2OS, BacMam KCNH2, thallium flux FluxOr; stronger effect = lower value;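 active = maximum activity change below -70%; inconclusive = maximum activity change between -70% and -50%; inactive = maximum activity change above -50%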; note: % is set by controls: 0 for no effect and ±100 for the full control effect
#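 U2OS cells transduced with wild-type KCNH2 virus are loaded with FluxOr dye for 45 min, and thallium flux is measured in kinetic reads before and after stimulation buffer. Rate constants are normalized to DMSO controls.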
# AT treatment: potential ataxia-telangiectasia treatment; […] A-T fibroblasts, KAP-1 phosphorylation AlphaLISA; neocarzinostatin DNA damage 30 min before lysis; Potency, µM (highest dose often 57.5 µM), inactives show top-dose activation, hits mostly activators; hit rate 0.19% among 320,000; AID 485349; note: potency is the fitted concentration of half-maximal effect; % of control where 0% means no effect; nearly all actives have a fitted effect of over 45% in size
#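 ATM-like activity read as KAP-1 phosphorylation via AlphaLISA donor/acceptor antibody pairs after lysis and 6 hr at 25C. Cells were ATM-null patient fibroblasts ([…], hTERT), dosed 60 min, then exposed to the DSB inducer NCS for 30 min.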
# TRPV1 agonist: activates the human vanilloid receptor TRPV1; TRPV1-expressing cells, Fluo-8 calcium influx, agonist mode; hit rate 0.19% among 320,000; AID 540275; Q8NER1; activation, % at 8.33 µM; in the data active = activation above about 80%; inconclusive = between about 30% and that limit; note: 0% is about no effect
#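 Fluo-8 calcium influx in TRPV1-expressing cells, kinetic read (ex 480/em 520 nm). Compound added and read 3 min for agonist activity, followed by capsaicin at EC20 final and 2 min further read for enhancement.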
# USP2a inh: blocks human ubiquitin-specific protease USP2a. O75604. USP2 core, Ub-CHOP2 coupled fluorogenic reporter, 485/531. Potency, µM (top dose mostly 38.3 µM), without a hit: at the highest dose activity change, negative = inhibition, usual class: inhibitors. hit rate 0.01% among 330,000. AID 463254;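 note: potency is the fitted concentration of half-maximal effect; plate controls were DMSO wells for no effect and full inhibition by NEM control for full effect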
#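 Cell-free coupled assay: 10nM USP2 core preincubated 30min RT with compound in Tris-HCl pH 8.0/CaCl2/CHAPS buffer, then 25nM Ub-CHOP2 and 25nM reporter substrate; fluorescence (Ex 485/Em 531) read after 60min RT, normalized to NEM inhibition, concentration-response curves fitted.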
# KCNH2 3.1 block: KCNH2 3.1 (human) potassium channel inhibition. U2OS KCNH2 3.1, thallium flux FluxOr; stronger effect = lower value. hit rate 0.95% among 340,000. activity change, % (tested at about 1.8 µM);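 active = maximum activity change below -70%; inconclusive = maximum activity change from -70% to -50%; inactive = maximum activity change above -50%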;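 note: thallium influx rate constant from kinetic fluorescence after stimulation buffer; % is set by controls: 0 for no effect and ±100 for the full control effect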
#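 U2OS cells transduced with KCNH2 3.1 mutant virus (1.77 x 10^8 /mL, 4 h), plated overnight at 37 C, loaded 45 min with FluxOr dye plus Red40 quencher. Thallium flux rate constant from kinetic reads after stimulation buffer, normalised to controls.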
# Numbers without * were called inactive; i = inactive; ? = inconclusive; nt = no result given; [ ] = another dose, or the depositor's remark. Unless noted, calls come from the whole dose curve; as a rule, active = well fitted curve in the direction sought with a large enough effect; inconclusive = small, poorly fitted or top-dose-only effect, or another doubt; inactive = no such curve, though single readings can be large; an effect the other way counts as inactive or inconclusive. This is a subset (hit frequency here may not be typical).
SMILES	ELG1 DNA repair	Eya2 phos inh	KCNH2 3.1 block	AT treatment	KCNH2 WT inh	Mito fusion act	TRPV1 agonist	TCR act	TSHR antag	USP2a inh
CN(C)S(=O)(=O)c1cccc(NC(=O)c2sccc2-c2ccccc2)c1	-5.4%	-1.6%	1.5	0.6%	9.4	-1.2%	?	0.3%	-18.3	0.8%
OC(COCc1ccccc1)CN1CCN(Cc2ccc3c(c2)OCO3)CC1 (stereo not drawn)	-6.7%	-14.7%	1.5	-1.8%	13.8	2.8%	-3.5	-3.9%	-9.8	4.8%
CCN(C(=O)CN1CCc2ccccc21)c1c(N)n(Cc2ccccc2)c(=O)[nH]c1=O	5.7%	1.7%	9.2	6.5%	-1.5	-7.8%	-2.5	5.1%	-2.0	-0.6%
CCOC(=O)CSc1nc2sc3c(c2c(=O)n1-c1ccccc1)CCN(C)C3	?	5.4%	-7.7	1.9%	-2.1	3.9%	3.4	8.7%	13.1	1.2%
O=C1C(c2c(O)[nH]c3ccccc23)=Nc2ccccc21	nt	-7.0%	-21.5	nt	-12.3	6.2%	-4.9	-1.4%	5.5	-8.4%
Cc1ccc(SCc2noc(C(=O)NC(C)C)c2C(=O)O)cc1C	7.5%	5.4%	4.0	-1.3%	-6.8	1.7%	6.2	2.8%	-9.7	-1.5%
CCOC(=O)C1(Cc2cccc(OC)c2)CCCN(S(=O)(=O)CC)C1 (stereo not drawn)	2.4%	12.9%	-8.9	7.5%	-4.8	-1.1%	2.5	nt	7.1	2.4%
C[C@@]1([C@@H](NC(=O)c2cccs2)c2ccc(-c3ccccc3)cc2)C[C@H]1C1CCCCC1	-4.5%	-8.3%	-7.7	-6.9%	-6.8	-11.9%	1.3	-3.3%	18.7	0.0%
COc1ccc(C(=O)N/N=C/c2cccnc2)cc1	?	0.9%	11.2	14.0%	-4.7	1.1%	?	0.0%	9.6	7.7%
CN(C)CCNc1cc(-c2ccncc2)nc2ccccc12	-1.0%	3.6%	9.0	1.4%	4.4	2.2%	1.8	nt	-5.6	-1.9%
O=C1CC(c2ccccc2)c2ccc(O)cc2O1 (stereo not drawn)	-1.4%	11.5%	12.8	1.6%	2.7	2.2%	-3.2	-8.8%	1.3	2.5%
O=C(COc1ccccc1)Nc1nc2c(s1)CCCC2	?	-5.9%	-15.6	3.3%	2.3	-8.5%	14.4	-1.6%	1.9	2.8%
Cc1cc(=O)oc2cc(NC(=O)C(C)Oc3ccc(F)cc3)ccc12 (stereo not drawn)	-4.5%	-10.3%	0.5	-0.6%	2.8	8.4%	-0.5	-0.3%	13.3	-0.6%
COc1ccc(S(=O)(=O)/C(C#N)=C/Nc2cccc(OC)c2)cc1	-12.7%	-2.8%	6.4	5.5%	1.8	9.7%	14.0	-1.5%	-4.0	4.5%
Cc1[nH]c2ccc(F)cc2c1CCN(Cc1cccnc1)C(=S)Nc1ccc(F)cc1	?	-8.1%	-16.3	2.2%	-1.5	20.9%	-1.7	11.7%	43.1	-11.9%
COc1ccc(OC)c(C(=O)COC(=O)c2c(OC)cccc2OC)c1	?	17.9%	3.4	7.9%	-4.7	-2.8%	12.1	-45.5%	-15.0	-1.3%
N#C/C(=C1/C(=O)Nc2ccc(Br)cc21)c1ccccn1	2.1%	-8.9%	46.3	5.2%	0.5	-10.3%	-3.1	1.4%	-6.2	2.9%
CCOC(=O)/C(C#N)=C/c1ccc(OCC(=O)Nc2cc(C)ccc2C)c(OC)c1	9.9%	-12.7%	5.2	-7.8%	-4.5	-1.3%	-1.2	6.3%	0.3	1.1%
Cc1ccc(S(=O)(=O)NNC(=S)Nc2ccc(Cl)cc2)cc1	?	1.9%	-1.2	0.9%	1.7	-1.4%	-2.1	-0.4%	-4.4	1.0%
Cc1cc(C)c(NC(=O)CSCc2nc3sc(C)c(C)c3c(=O)[nH]2)c(Cl)c1	?	-2.6%	8.9	-12.3%	-0.3	7.1%	-0.5	-1.2%	24.0	0.0%
Cc1ccc(NC(=O)c2sc3ncn(CC(=O)N4CCOCC4)c(=O)c3c2C)c(Br)c1	-6.9%	3.4%	11.1	10.5%	-7.3	-0.2%	1.7	-7.0%	9.0	0.7%
COc1ccc(CCNC(=O)c2ccc(Cl)c(S(=O)(=O)N(C)c3ccccc3)c2)cc1	16.4µM*	-11.2%	-1.7	-6.6%	-1.5	16.3%	-9.4	-0.5%	-12.4	0.2%
CC(=O)N1N=C(c2cccnc2)OC1c1ccc(C(C)C)cc1 (stereo not drawn)	24.4%	-1.1%	-2.6	5.5%	i	-5.6%	-1.8	-4.0%	29.7	2.1%
O=C(O)CC/C(=N\NC(=O)c1ccccc1)c1cccs1	0.0%	-2.0%	-4.5	1.7%	-25.8	-3.8%	22.2	4.3%	11.6	0.0%
CC1CC(C)CN(S(=O)(=O)c2cccc(C(=O)OCCN3CCCC3=O)c2)C1 (stereo not drawn)	-10.1%	0.8%	-15.2	4.8%	-34.9	5.0%	0.3	0.4%	-4.1	2.2%
CCN1CCN(c2ccc(S(=O)(=O)N3CCCCC3)cc2N)CC1	19.9%	12.1%	-8.3	0.7%	-1.4	2.9%	-1.9	-2.6%	-2.3	-0.9%
Cc1ccccc1CSCC(=O)Nc1ccccc1Br	1.2%	-19.1%	0.4	14.0%	-5.8	2.2%	12.5	-3.2%	-26.1	0.2%
O=c1[nH]ncc2c3ccccc3n(Cc3ccccc3F)c12	4.4%	-1.2%	-0.1	16.2%	2.7	-3.8%	nt	9.2%	2.1	-1.3%
COC(=O)c1n[nH]n(-c2ccc(F)c(Cl)c2)c1=O	17.2%	-12.3%	-0.4	-3.4%	-0.1	1.1%	5.7	0.9%	4.1	2.7%
COC(=O)CNc1nc(Cl)nc(Nc2ccc(C)cc2)n1	8.4%	-2.5%	-5.0	0.5%	-5.2	9.2%	0.6	3.5%	3.8	-17.2%
Cc1ccc(-c2nc(-c3ccncc3)no2)cc1Cl	?	1.4%	5.3	2.6%	9.8	-2.8%	0.4	-0.8%	-6.4	2.8%
O=C(O)c1ccc(S(=O)(=O)N(Cc2ccccc2)C2CCCCC2)cc1	-10.5%	7.9%	-2.6	4.4%	1.1	-1.6%	-0.2	5.7%	4.8	2.1%
COCCn1c(SCCCC(=O)c2ccc(Br)cc2)nnc1-c1ccncc1	?	-10.7%	4.3	nt	14.7	2.8%	-6.6	3.6%	-17.9	-0.7%
COC(=O)c1ccccc1NC(=S)N(Cc1ccc2c(c1)OCO2)Cc1cc2ccc(C)cc2[nH]c1=O	5.8µM*	-19.8%	-29.3	2.0%	-2.8	1.3%	-1.3	-1.4%[46.1 µM]	-5.4	-4.5%
CCCCc1cc(=O)oc2cc(C)cc(O)c12	-6.3%	-1.8%	-2.0	2.9%	-2.5	6.4%	14.7	-5.6%	-12.6	1.2%
CCOc1cc(CN2CCN(c3cccc(C(F)(F)F)c3)CC2)ccc1O	?	-13.3%	-3.4	5.4%	54.6	-11.5%	?	3.3%	-2.2	-1.1%
COC(=O)c1cnn(-c2ccccc2)c1/C=N/NC(=S)Nc1ccccc1	20.6µM*	-2.4%	6.9	-0.4%	-2.7	-3.0%	3.1	-0.6%	-12.1	-1.4%
CCCCNc1ccc(C(F)(F)F)cc1S(=O)(=O)NCCc1ccc(F)cc1	-16.3%	-20.2%	-1.9	-5.8%	-4.2	nt	nt	-0.4%[46.1 µM]	-29.4	0.5%
O=C(c1nsc(Cl)c1Cl)N1CCCCC1	-1.2%	-3.3%	8.1	22.5%	-3.3	3.1%	11.8	5.1%	13.8	0.6%
Cc1csc2nc(CNC(=O)C3CCCCC3)cn12	?	-3.9%	5.7	-6.0%	-6.3	0.4%	1.8	3.1%	6.8	1.7%
Fc1cccc(Cc2noc(CN3CCCCC3c3ccccn3)n2)c1 (stereo not drawn)	?	-0.9%	-4.2	1.8%	-6.1	8.4%	?	-1.5%	-0.6	-1.9%
